Screening results from PubChem.
KAT2A inh – blocks human GCN5L2 histone acetyltransferase; Q92830; GCN5L2 HAT assay, ThioGlo1 CoA-SH fluorescence; Potency, µM (doses to about 58.9 µM), without a hit: at the top dose activity change, negative = inhibition, usual class: inhibitors; 390,000 compounds, 0.21% hits
Target sequence (Q92830 whole entry, looked up): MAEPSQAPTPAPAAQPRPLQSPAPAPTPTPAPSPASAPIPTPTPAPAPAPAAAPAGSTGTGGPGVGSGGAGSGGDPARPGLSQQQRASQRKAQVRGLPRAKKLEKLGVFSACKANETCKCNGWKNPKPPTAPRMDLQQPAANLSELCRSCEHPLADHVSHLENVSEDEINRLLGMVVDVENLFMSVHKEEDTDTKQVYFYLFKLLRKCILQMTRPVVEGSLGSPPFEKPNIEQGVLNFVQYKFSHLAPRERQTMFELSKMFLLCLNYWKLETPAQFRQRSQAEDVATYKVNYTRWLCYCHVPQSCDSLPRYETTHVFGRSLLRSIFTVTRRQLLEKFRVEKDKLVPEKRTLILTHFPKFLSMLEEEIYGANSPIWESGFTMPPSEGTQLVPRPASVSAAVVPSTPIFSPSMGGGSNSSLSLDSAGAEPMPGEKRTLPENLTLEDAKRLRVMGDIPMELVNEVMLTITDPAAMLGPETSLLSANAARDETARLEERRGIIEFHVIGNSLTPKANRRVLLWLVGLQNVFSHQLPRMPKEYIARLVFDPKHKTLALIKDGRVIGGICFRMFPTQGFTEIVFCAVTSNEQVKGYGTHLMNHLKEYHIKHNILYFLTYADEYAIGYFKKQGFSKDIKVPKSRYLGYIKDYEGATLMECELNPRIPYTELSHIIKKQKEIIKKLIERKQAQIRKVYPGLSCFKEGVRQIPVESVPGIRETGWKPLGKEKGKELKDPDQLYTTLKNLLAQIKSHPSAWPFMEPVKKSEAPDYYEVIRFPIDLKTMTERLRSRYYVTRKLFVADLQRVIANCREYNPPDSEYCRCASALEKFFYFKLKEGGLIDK
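Free CoA generated was detected with ThioGlo1 (50uM) fluorescence at Ex340nm/Em540nm, read immediately and after 20 min at room temperature. Enzyme, 20 nM in HEPES pH 7.5 buffer, saw compounds 15 min before adding 75uM H3(1-25) peptide and 70uM acetyl-CoA.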
TDP1 cell noCPT – qHTS for Inhibitors of human tyrosyl-DNA phosphodiesterase 1 (TDP1): qHTS in cells in absence of CPT | AID 686978, 2013 | 420,000 compounds, 15% hits | Potency, µM (titrated, usually from 46.2 µM), for inactives: at the top dose activity change, negative = growth inhibition, usual class: inhibitors | DT40 Tdp1-/- hTDP1 cells, no CPT, ATP luminescence, 48 h; also: nearly all actives have a fitted effect of over 55% in size
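Stably hTDP1-transfected Tdp1-null chicken DT40 cells were treated with library compounds minus camptothecin and grown for at least 48 hr at 37 °C, after which cellular ATP was quantified by luminescence.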
TDP1 cell CPT – growth inhibition of DT40 Tdp1-/-;hTDP1 cells with camptothecin (screen for TDP1 inhibitors) | chicken DT40 Tdp1-/-;hTDP1 cells + 20 nM CPT, ATP luminescence, 48 h | Potency, µM (top dose mostly 46.2 µM), inactives show at the top dose activity change, negative = growth inhibition, usual class: inhibitors | 420,000 compounds, 12% hits; also: nearly all actives have a fitted effect of over 55% in size
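Chicken DT40 Tdp1-/- cells complemented with human TDP1, 400 cells/well, exposed to compounds plus 20 nM camptothecin for at least 48 h at 37 C; viability read as ATP content by CellTiter-Glo luminescence.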
An asterisk follows results filed as active; ? = inconclusive; / = not tested or not shown; & = joins results of further samples; [ ] = dose if it differs, or a comment. Calls follow the shape of the dose curve; as a rule, active = well fitted curve in the direction sought with a large enough effect; inconclusive = small, poorly fitted or top-dose-only effect, or another doubt; inactive = no such curve, though single readings can be large; an effect the other way counts as inactive or inconclusive. % is scaled to controls: 0 for no effect and ±100 for the full control effect; potency is read from the fitted curve at half-maximal effect.

SMILES	KAT2A inh	TDP1 cell noCPT	TDP1 cell CPT
CN(C)C(=S)NC(=O)c1cccc(Cl)c1	-2%	?	?
COc1cc2oc3cc(C)oc(=O)c3c2cc1OC	-9%	-15%	-15%
CCc1ccc(OC(C)C(=O)N2CCC(c3nc4ccccc4o3)CC2)cc1 (stereo not given)	-10%	?	?
O=c1c(/C=N/N2CCOCC2)c(C(F)(F)F)[nH]n1-c1ccccc1	-3%	-2%	-6%
COc1cc2c(c(O)c1OC)C(=O)C(OC)CCC2 (stereo not given)	-3%	-16%	-10%
Cc1c(C(=O)NCC2CCCO2)sc2nc(-c3ccccc3)cn12 (stereo not given)	-7%	?	?
CCCCNC(=O)CCCn1c(=O)c2ccccc2n(CC(=O)Nc2ccccc2OCC)c1=O	-4%	-1%	-2%
COCCNC(=O)CCc1nnc(C2(c3ccc(Cl)cc3)CCC2)o1	-4%	-7%	16%
CCCCc1c(O)nc2n(c1=O)CCS2	-3%	-13%	-11%
O=C1OC(=O)c2c(Br)c(Br)c(Br)c(Br)c21	-27%	1%	1%
CCOC(=O)C1CCCN(c2c(NCCN(C)Cc3ccccc3)c(=O)c2=O)C1 (stereo not given)	-1%	-3%	?
c1csc(-c2nc3ccccc3s2)c1	-8%	-7%	?
COCCCNC(=O)c1cc2c(=O)n3cccc(C)c3nc2n(C(C)C)c1=N	0%	?	-17%
CCCCCn1c(=O)c2ccccc2n2c(=S)[nH]nc12	2%	?	-17%
CCOC(=O)c1cc(-c2csc(COc3ccc(Cl)cc3)n2)on1	1%	8%	13%

A portion from further up:
SMILES	KAT2A inh	TDP1 cell noCPT	TDP1 cell CPT
CCCCCn1c(=O)c2ccccc2n2c(=S)[nH]nc12	2%	?	-17%
CCOC(=O)c1cc(-c2csc(COc3ccc(Cl)cc3)n2)on1	1%	8%	13%

5 compounds from above, showing only TDP1 cell CPT:
mol,TDP1 cell CPT
CCOC(=O)C1CCCN(c2c(NCCN(C)Cc3ccccc3)c(=O)c2=O)C1 (stereo not given),?
c1csc(-c2nc3ccccc3s2)c1,?
COCCCNC(=O)c1cc2c(=O)n3cccc(C)c3nc2n(C(C)C)c1=N,-17%
CCCCCn1c(=O)c2ccccc2n2c(=S)[nH]nc12,-17%
CCOC(=O)c1cc(-c2csc(COc3ccc(Cl)cc3)n2)on1,13%

(further entries)
SMILES	KAT2A inh	TDP1 cell noCPT	TDP1 cell CPT
O=C(CN1CCCC1)Nc1ccc(F)c(Cl)c1	-3%	0%	22%
CCn1c2c(c(=O)n3ncc(C(=O)Nc4ccc(OC(F)(F)F)cc4)c13)CN(Cc1ccc(OC)cc1)CC2	?	23µM*	?
Cc1ccc(S(=O)(=O)Nc2ccccc2N2CCOCC2)cc1	-1%	?	21µM*
COC(=O)c1ccc(Sc2nnnn2-c2ccccc2)c([N+](=O)[O-])c1	-5%	23µM*	16µM*
O=C(OC1CCOC1=O)c1ccc(-c2nc3ccccc3s2)s1 (stereo not given)	-3%	?	-29%
Cc1ccc(Cn2nnc(C(=O)Nc3ccc(F)c(F)c3)c2N)cc1	?	-5%	-20%
CCCCCc1c(-c2ccc(Cl)cc2)ncn1CCc1ccccc1OC	/	7.3µM*	8.2µM*
CN(C)C(=O)c1cccc(-c2cnc3c(NC=O)cc(-c4ccccc4F)cn23)c1	/	18µM*	?
NNC(=O)c1ccc(COCC(F)(F)C(F)F)cc1	2%	-11%	-4%
C[C@@H]1CN([C@@H](C)CO)C(=O)CCCn2nncc2CO[C@@H]1CN(C)C(=O)C1CCCCC1	/	-1%	-19%
OC(c1ccccc1)c1ccccc1CN1CCCNC1=S (stereo not given)	/	-29%	11%
CCC(C)NC(=O)C1c2ccccc2C(=O)N1Cc1ccc(OC)cc1OC (stereo not given)	0%	-11%	-12%
COc1ccc2[nH]c(=O)c(CN(Cc3cccnc3)Cc3nnnn3CC3CCCO3)cc2c1 (stereo not given)	-23%	3%	-3%
CCCCc1cc(=O)oc2cc(OCC(=O)N3C[C@H]4C[C@@H](C3)c3cccc(=O)n3C4)ccc12	-8%	-15%	-17%
COc1ccc(-c2cc(C(F)(F)F)n3nc(C(=O)Nc4cc(C)ccc4C)cc3n2)cc1	0%	-20%	-20%

3 structures already listed, ordered by formula weight, rising:
SMILES	KAT2A inh	TDP1 cell noCPT	TDP1 cell CPT
COc1cc2c(c(O)c1OC)C(=O)C(OC)CCC2 (stereo not given)	-3%	-16%	-10%
O=c1c(/C=N/N2CCOCC2)c(C(F)(F)F)[nH]n1-c1ccccc1	-3%	-2%	-6%
COCCNC(=O)CCc1nnc(C2(c3ccc(Cl)cc3)CCC2)o1	-4%	-7%	16%

The list continues.
SMILES	KAT2A inh	TDP1 cell noCPT	TDP1 cell CPT
COc1nc(Nc2ccc(C(C)=O)cc2)nc(OC)n1	-18%	-27%	-20%
CCOC(=O)c1c(-c2ccc(OC)cc2)oc2ccc(OCc3ccc(C(=O)OC)cc3)cc12	35%[activator]	?	?
O=C(COC(=O)c1cc(S(=O)(=O)N2CCOCC2)ccc1O)NCc1ccc2c(c1)OCO2	-11%	0%	-10%
COCCn1c(=N)c(S(=O)(=O)c2ccc(Br)cc2)cc2c(=O)n3ccccc3nc21	-2%	21µM*	?
COCCCC1CCN(C(=O)C2CCC(=O)N(C3CCCC3)C2)CC1 (stereo not given)	-1%	-1%	-30%
CS(=O)(=O)c1nc(S(=O)(=O)c2ccc(Cl)cc2)c(NCCN2CCOCC2)s1	2%	20%	-11%
CCc1cccc(CC)c1NC(=O)CN1CC(C)SC1=NC1CCCCC1 (stereo not given)	-6%	13µM*	21µM*
COc1ccc(/C=N/NC(=O)c2nc(-c3ccccc3)n(-c3ccccc3)n2)c(O)c1	-13%	16µM*	?
CCOC(=O)NC(=S)Nc1ccc(C(C)(C)C)cc1	-5%	?	?
COCCCNC(=O)Cn1cc2c(n1)CCCCC2	3%	2%	11%
CCCC[C@@H]1C[C@H]1[C@@H](NC(=O)c1cccs1)c1ccc(C(F)(F)F)cc1	/	21µM*	?
CCCCNC(=O)c1ccc(C)c(NC(=O)C2=C(C)OCCS2)c1	-3%	13%	-4%
CCC(=O)N1CCc2cc(S(=O)(=O)N3CCN(c4ccccn4)CC3)ccc21	-3%	12µM*	?
S=c1nc(-c2ccccc2)n(Cc2cccnc2)c2c1CCCC2	3%	8%	21%
COc1cc(CNCCN2CCOCC2)ccc1OCc1cccc(Cl)c1	0%	16µM*	?
Oc1c(Cl)cc(Cl)cc1C1Nc2ccccc2-n2cccc21 (stereo not given)	2%	-28%	4%
CCOC(=O)C1(C(F)(F)F)N=C(C(F)(F)F)Nc2cc(C)c(C)cc21 (stereo not given)	1%	-15%	-8%
O=C(Nc1ncc(Cc2ccccc2Cl)s1)c1ccc(-c2cccc([N+](=O)[O-])c2)o1	0%	?	?
Cc1nc2nc(SCC(=O)NC(C)c3ccccc3)nn2c(C)c1Cc1c(F)cccc1Cl (stereo not given)	-6%	16µM*	23µM*
COc1cccc(-c2ccc3ncnc(NCc4ccccc4)c3c2)c1	-27%	21µM*	?
C=CCNC(=O)/C(=C/c1cccc([N+](=O)[O-])c1)NC(=O)c1ccccc1	1%	-10%	18%
C/C(N)=C(/C#N)C(=O)CSc1nnc(NC(C)C)s1	-1%	-2%	-17%
O=C(CN1CCCCC1)N1CCN(c2ccccc2)CC1	-26%	2%	2%
COC(=O)c1ccc(C2c3c(n[nH]c3C)C(=O)N2c2ccc(C)cc2)cc1 (stereo not given)	-8%	?	1%
Cc1c(C(=O)O)sc2nc(C)n(C)c(=O)c12	-1%	-6%	?
Cn1c(CNC(=O)CNC(=O)Cc2ccccc2)cc(=O)n(C)c1=O	-6%	31%[activator]	2%
Fc1ccc2c(c1)C(c1cccnc1)=NNC(c1cccs1)=N2	-3%	?	?
Cc1cccc(CCNC(=O)C2CCC(=O)N(Cc3ccccc3F)C2)n1 (stereo not given)	/	-29%	-1%
O=c1c2ccccc2ncn1-c1ccccc1C(F)(F)F	?	-10%	-15%
Cc1nc2cc(Cl)ccc2n1CCO	-9%	0%	-2%
CN(C)C(=S)Nc1cccc(C(F)(F)F)c1	-3%	?	26µM*
COc1ccc(-c2noc(C3CCCN(C(=O)c4cccc(C)c4)C3)n2)cc1 (stereo not given)	-11%	16µM*	16µM*
CN(C)C(CNC(=O)Nc1cccc(Cl)c1)c1cccnc1 (stereo not given)	-6%	-7%	-3%
O=C(Nc1ccccc1N1CCOCC1)C1=NN(c2ccccc2)C(=O)CC1	-9%	?	-46%
CN(CC(=O)Nc1ccc(OC(F)(F)F)cc1)C(=O)Cc1ccc2c(c1)CCC2	-1%	-17%	-26%
CC1CCCC(NC(=O)COC(=O)COc2ccc(Br)cc2)C1C (stereo not given)	2%	11%	-17%
COC(=O)C1=C(C)Nc2c(c(=O)n(C)c(=O)n2C)C1c1cccnc1 (stereo not given)	-16%	-20%	-12%
COc1ccccc1/C=C(/C(=O)OCC(=O)Nc1ccc(N(C)C)cc1)c1ccccc1	-7%	-23%	-5%
NCCCC[C@@H]1NC(=O)[C@H](CCC(=O)O)NC(=O)c2cc([N+](=O)[O-])cc(I)c2SC[C@@H](C(=O)NCC(N)=O)NC1=O	1%	5%	0%
CC1C(Br)C(=O)NC(=O)N1Cc1ccccc1 (stereo not given)	15%	3%	0%
CCOc1ccc(N2CC(NC(=O)C3CCCC3)CC2=O)cc1 (stereo not given)	-9%	2%	1%
CCOC(=O)c1c(C)n(C)c2ccc(OCC(O)CN3CCCCCC3)cc12 (stereo not given)	-16%	?	?
Cc1ccc(-c2noc(CCC(=O)NCC3CCN(Cc4cccc(C)c4)CC3)n2)cc1	-23%	?	18µM*
CC(=O)Nc1ccc(CN2CCC(Oc3ccc(C(=O)N4CCCC4)cc3)CC2)cc1	5%	-3%	-14%
CCn1c(SCC(=O)N2CCCC(C)C2)nnc1-c1ccc(S(=O)(=O)N2CCN(C)CC2)cc1 (stereo not given)	-4%[0.501 µM]	-19%	-32%
COc1ccc(NC(=O)Cn2nnc(C(=O)NCCc3ccc(OC)c(OC)c3)c2N)c(OC)c1	0%	-23%	2%
O=[N+]([O-])c1cccc(-c2noc3c2-c2nc(Cc4cccc5ccccc45)sc2CC3)c1	1%	23%	-4%
COc1cc(NC(=O)COC(=O)Cc2ccc(-c3ccccc3)cc2)cc(OC)c1	-18%	-12%	0%
CC(Sc1nnc(-c2ccccc2Br)o1)C(=O)N1CCOCC1 (stereo not given)	-17%	3%	7%
O=C(COc1ccc(Cl)cc1)NCCCNC(=O)c1ccncc1	-6%	-9%	-1%
COc1ccc(C2=Nn3c(nc4sc(C(=O)Nc5cccc(C)c5)c(C)c4c3=O)SC2)cc1	-2%	?	?
COc1ccc(OC)c(NC(=O)C2=C(C)Nc3ncnn3C2c2cccs2)c1 (stereo not given)	-3%	-35%	-24%
O=C(CCS(=O)(=O)c1cccs1)Nc1ccc(C(=O)Nc2cccc(Cl)c2)cc1	0%	?	8%
COc1cccc(NC(=O)Cn2c3ccccc3c3nc4n(c(=O)c32)CCS4)c1	-2%	-18%	2%
COc1ccccc1NC(=O)Cc1noc(CSc2cccc[n+]2[O-])n1	-4%	-4%	-1%
COc1ccc(CN2CC[C@H]3C=CC[C@@H](C(=O)N4CCN(c5ccccc5)CC4)[C@H]3C2=O)cc1OC	/	-18%	-28%
O=C(NCc1cccnc1)OC1CC2CC1[C@H]1CCCCN1C2=O (stereo not given in full)	/	-2%	13%
COc1ccc(-c2csc(C(C)(NC(C)=O)c3ccc(OC)cc3)n2)cc1 (stereo not given)	/	?	16µM*
O=C(c1cccs1)N1C[C@@H](O)[C@H](n2cc(-c3ccc(F)cc3)nn2)C[C@@H]1c1ccccc1	/	16µM*	18µM*
O=C(CCc1c[nH]c2ccccc12)NCc1cccc(Cl)c1	-5%	-11%	-7%
Carrying on.
SMILES	KAT2A inh	TDP1 cell noCPT	TDP1 cell CPT
Cc1nonc1CN(C)C(=O)CC1C(=O)NCCN1Cc1c(F)cccc1Cl (stereo not given)	0%	-12%	26%
COc1cccc(C2CC(C(F)(F)F)n3nc(C(=O)NCc4cccnc4)cc3N2)c1 (stereo not given)	-6%	-22%	-20%
COc1ccccc1CNC(=O)C1CCN(S(=O)(=O)c2cn(C)cn2)CC1	1%	?	0%
O=C(OCC#CCSc1nnc(-c2cccc3ccccc23)o1)c1ccco1	-24%&-5%	-20%	-10%

Single values from the results shown:
COc1ccccc1CNC(=O)C1CCN(S(=O)(=O)c2cn(C)cn2)CC1 @ KAT2A inh: 1%
COc1cccc(C2CC(C(F)(F)F)n3nc(C(=O)NCc4cccnc4)cc3N2)c1 (stereo not given) @ TDP1 cell noCPT: -22%
Cc1nonc1CN(C)C(=O)CC1C(=O)NCCN1Cc1c(F)cccc1Cl (stereo not given) @ TDP1 cell CPT: 26%
O=C(OCC#CCSc1nnc(-c2cccc3ccccc23)o1)c1ccco1 @ KAT2A inh: -24%&-5%
